FBPA coupling cs – counter-screen for Giardia aldolase inhibitors: coupling enzyme system; activity change, negative = inhibition, % at 58.2 µM, hits read low; hit rate 0.67% among 290,000; coupling enzyme system counterscreen, AmpLite Red fluorescence; in the data active = activity change below about -30%; also: % is scaled to controls: 0 for no effect and ±100 for the full control effect
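First, compound is pin-transferred into glyceraldehyde-3-phosphate coupling-enzyme reagent at 57.5 uM final and held 10 min at RT. Next, substrate, coupling system and AmpLite Red are added. After 20 min RT, fluorescence (525/598 nm) is read.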
GALK inhibitor – galactokinase (human) inhibition. Potency, µM (top dose mostly 57.5 µM), inactives show at the top dose activity change, negative = inhibition, hits mostly inhibitors. P51570. AID 1868. hit rate 0.007% among 270,000. Purified GALK, Kinase-Glo residual ATP luminescence; also: potency is read from the fitted curve at half-maximal effect; % is scaled to controls: 0 for no effect and ±100 for the full control effect
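Compounds were pin-transferred into ATP buffer (35 uM final), then GALK plus galactose (5 nM, 100 uM final) was added. After 1 h at room temperature, Kinase-Glo Plus was added and luminescence read after 10 min.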
Giardia kill – kills Giardia lamblia; Giardia lamblia trophozoite viability; activity change, % at 7.66 µM, hits read low; hit rate 0.15% among 340,000; in the data active = activity change below about -80%; inconclusive = between about -30% and that limit;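 also: parasites exposed to compound for two days anaerobically before the ATP read; % is scaled to controls: 0 for no effect and ±100 for the full control effect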
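Anaerobic 48 hrs incubation at 37 deg C of 100 trophozoites/well with test compounds; ATPLite 1-Step luminescence, 15-30 min RT, reports cellular ATP as viability.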
B2AR arrestin – beta2AR (human) beta-arrestin recruitment activity; P07550; beta-arrestin recruitment to beta2AR, cell-based reporter; Potency, µM (doses to about 46.1 µM), without a hit: at the top dose activation, most hits filed as activators; hit rate 0.02% among 330,000; AID 492947;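 also: potency is read from the fitted curve at half-maximal effect; 0% = DMSO controls and full agonism = EC100 isoproterenol or metaproterenol; nearly all actives have a fitted effect of over 65% in size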
PTAP TSG101 blk – blocks PTAP/TSG101 interaction to inhibit HIV-1 budding | 340,000 tested, under 10 active | Q99816 | Fluorescence polarization, FITC-PTAP peptide / Tsg101 binding | Potency, µM (series often up to 115 µM), without a hit: top-dose activity change, negative = inhibition, most hits filed as inhibitors; active = well fitted inhibition curve with a large enough effect in the main read-out, with a control signal flat, not every such curve was filed as active; inconclusive = small, poorly fitted or top-dose-only effect, or effect the other way, or a change in a side signal; inactive = no such curve, though single readings can be large or run the other way; also: potency is read from the fitted curve at half-maximal effect; % of control where 0% means no effect
Target sequence (Q99816 whole entry, looked up): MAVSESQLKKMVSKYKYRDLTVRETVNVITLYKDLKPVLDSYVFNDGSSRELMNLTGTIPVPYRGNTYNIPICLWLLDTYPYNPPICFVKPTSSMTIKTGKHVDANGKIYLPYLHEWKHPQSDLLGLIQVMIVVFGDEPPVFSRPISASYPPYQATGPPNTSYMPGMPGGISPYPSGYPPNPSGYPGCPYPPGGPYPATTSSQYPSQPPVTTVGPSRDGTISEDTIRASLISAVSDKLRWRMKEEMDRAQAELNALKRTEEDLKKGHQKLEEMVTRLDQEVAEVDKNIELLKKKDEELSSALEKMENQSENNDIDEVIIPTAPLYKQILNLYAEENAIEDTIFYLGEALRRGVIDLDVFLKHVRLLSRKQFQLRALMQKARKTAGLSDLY
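Fluorescence polarization binding of Tsg101 binding domain (10 uM final) to FITC-labeled PTAP peptide (50 nM final) in HEPES pH 7.5 buffer with NaCl, Tween 20, EDTA, TCEP. Compounds added before peptide; binding 20 min at RT.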
BCR signal inh – inhibitors of chronic active B-cell receptor signaling; ABC-DLBCL IkBa-CBG/CBR reporter, luminescence ratio, 4 h; Potency, µM (top dose mostly 46.1 µM), for the others: top-dose ratio change, negative = lower green/red ratio, actives largely listed as inhibitors; hit rate 0.05% among 340,000; AID 493014; active = well fitted inhibition curve with a large enough effect in the signal ratio, with a control signal flat, not every such curve was filed as active; inconclusive = small, poorly fitted or top-dose-only effect, or effect the other way, or a change in a side signal; the % refers to the signal ratio;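 also: potency is read from the fitted curve at half-maximal effect; plate controls were basal doxycycline-induced cells for no effect and cells given 10 µM MG132 for full effect; MG132 reads +100%, hits lower the ratio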
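Compounds up to 46 uM were incubated four hours with TMD8 cells whose green CBG68 luciferase is fused to IkappaBalpha; red CBR luminescence normalised the signal, and concentration-effect curves were fitted to fusion, red and ratio data.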
PKM2 act – activators of human pyruvate kinase M2; P14618; purified PKM2, Kinase-Glo ATP luminescence, activation; response scale: 0% is enzyme alone, no compound; Potency, µM (doses to about 57.5 µM), inactives show at the top dose activation, most hits filed as activators; hit rate 0.34% among 260,000; also: potency is read from the fitted curve at half-maximal effect; % is scaled to controls: 0 for no effect and ±100 for the full control effect; nearly all actives have a fitted effect of over 55% in size
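hPK-M2, >95% pure; 0.1 mM ADP / 0.5 mM PEP final; imidazole pH7.2 buffer w/ 7 mM MgCl2, 50 mM KCl; 1 h RT; Kinase-Glo lum. Intermediate enzyme activity for dual inhibitor/activator qHTS.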
a7 integrin act – integrin-mediated muscular dystrophy alleviation activation; Potency, µM (highest dose often 38.3 µM), for the others: at the top dose activation, usual class: activators; alpha7betagal myoblasts, beta-gal FDG fluorescence, 48 h; AID 624291; hit rate 0.064% among 350,000;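 also: potency is read from the fitted curve at half-maximal effect; 100% = response of the positive control SU9516; nearly all actives have a fitted effect of over 60% in size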
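Alpha7betagal+/- myoblasts (passage 13) were plated 16-24 hr, then exposed to compounds (1:260 dilution of DMSO stock) for 48 hours at 37C. After MPER lysis, β-galactosidase reporter activity was read as FDG fluorescence (ex 480/em 540) after 30 minutes.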
ASM inhibitor – human S-ASM enzyme inhibition | P17405 | placental ASM, HMU-PC fluorogenic substrate, 60 min | hit rate 0.006% among 340,000 | Potency, µM (series often up to 57.5 µM), without a hit: top-dose activity change, negative = inhibition, actives largely listed as inhibitors; also: potency is read from the fitted curve at half-maximal effect
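Human placenta-derived ASM preincubated with compound 10 min at room temperature, then reacted with 9 uM (final) fluorogenic HMU-PC substrate for 60 min at 37 C. Stop solution raises pH to 10; fluorescence read at Ex 386/Em 447 nm.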
Menin-MLL TR inh – displaces Texas Red mutant MLL peptide from human menin | AID 1768 | Menin + Texas Red MLL mutant peptide, fluorescence polarization | hit rate 0.23% among 270,000 | O00255 | Potency, µM (titrated, usually from 61.6 µM), for the others: top-dose FP activity change, negative = inhibition, usual class: inhibitors; active = well fitted inhibition curve with a large enough effect in the polarisation, with a control signal flat, not every such curve was filed as active; inconclusive = small, poorly fitted or top-dose-only effect, or effect the other way, or a change in a side signal; inactive = no such curve, though single readings can be large or run the other way; the % refers to the polarisation; also: potency is read from the fitted curve at half-maximal effect; % of control where 0% means no effect; many of its hits are not listed in these tables
Target sequence (O00255 whole entry, looked up): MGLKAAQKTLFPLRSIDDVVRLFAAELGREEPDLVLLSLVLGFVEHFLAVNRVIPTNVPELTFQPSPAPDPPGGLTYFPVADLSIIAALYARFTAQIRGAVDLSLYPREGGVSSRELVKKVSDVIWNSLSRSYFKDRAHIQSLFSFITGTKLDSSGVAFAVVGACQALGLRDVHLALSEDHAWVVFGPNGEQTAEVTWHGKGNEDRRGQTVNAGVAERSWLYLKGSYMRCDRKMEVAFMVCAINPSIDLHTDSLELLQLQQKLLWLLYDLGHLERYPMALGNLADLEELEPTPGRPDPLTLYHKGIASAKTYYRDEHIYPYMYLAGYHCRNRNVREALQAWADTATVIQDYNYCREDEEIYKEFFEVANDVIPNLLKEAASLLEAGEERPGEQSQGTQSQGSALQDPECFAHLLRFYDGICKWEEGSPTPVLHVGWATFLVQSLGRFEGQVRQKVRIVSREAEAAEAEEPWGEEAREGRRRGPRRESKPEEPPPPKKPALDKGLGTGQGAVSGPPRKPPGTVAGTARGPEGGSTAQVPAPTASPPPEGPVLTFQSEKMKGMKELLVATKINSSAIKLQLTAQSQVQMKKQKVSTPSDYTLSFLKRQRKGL
Tb PFK inh – T. brucei PFK enzyme inhibition; T. brucei PFK, ADP-Glo luminescence; Potency, µM (top dose mostly 57.5 µM), inactives show at the highest dose activity, negative = inhibition, usual class: inhibitors; hit rate 0.17% among 330,000;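 also: potency is read from the fitted curve at half-maximal effect; 0% = uninhibited 1x PFK enzyme wells and -100% = no-enzyme wells; nearly all actives have a fitted effect of over 60% in size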
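Compounds were pin-transferred as a titration series up to 57 uM into substrate buffer (0.5 mM F6P, 0.1 mM ATP, pH 8.0), then 1.25 nM PFK was added and reactions ran 45 min before ADP-Glo detection.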
Numbers without * were called inactive; ? = inconclusive; . = no result given; & = joins results of further samples; [ ] = dose if it differs, or a comment. Unless noted, calls follow the shape of the dose curve; as a rule, active = well fitted curve in the direction sought with a large enough effect; inconclusive = small, poorly fitted or top-dose-only effect, or another doubt; inactive = no such curve, though single readings can be large; an effect the other way counts as inactive or inconclusive.

SMILES | FBPA coupling cs | GALK inhibitor | Giardia kill | B2AR arrestin | PTAP TSG101 blk | BCR signal inh | PKM2 act | a7 integrin act | ASM inhibitor | Menin-MLL TR inh | Tb PFK inh
Cc1ccc(Nc2c([N+](=O)[O-])ccc3nonc23)cc1C | -11 | 0% | 15 | -0.8% | -3% | ? | . | -12% | -4% | ? | 0%
O=C(CCc1nnc(-c2ccccc2)o1)NCC1CCN(C2CCCC2)CC1 | -2 | 8% | 3 | -0.1% | -3% | -1% | -1% | -25% | -2% | -15% | -1%
Cc1ccc(S(=O)(=O)N2CCN(C(=O)CSc3ccc(Cl)cc3)CC2)cc1 | 0 | 12% | 9 | -0.3% | -4% | 3% | 14µM* | 3% | 6%[11.5 µM] | -13% | -12%
CCN1CCN(CC(=O)Nc2nc3ccc(OC)cc3s2)CC1 | 1 | -1% | 15 | 0.1% | -3% | 3% | -2% | 12% | 0% | -4% | -9%
Cc1ccc2cc(CN(Cc3cccs3)Cc3nnnn3CC3CCCO3)c(=O)[nH]c2c1C (stereo not given) | 1 | -2% | 1 | 0.0% | -10% | -14% | 2% | -5% | -8% | ? | -1%
Cc1ccc(CNC(=O)CSc2ncn[nH]2)cc1 | 4 | -1% | -7 | 0.1% | 1% | -11% | -6% | ? | 0% | 3% | -5%
CCCOc1ccc(NC(=O)CC2C(=O)OCC3CCCCN32)cc1 (stereo not given) | . | . | 8 | -0.2% | -1% | -2% | . | 24% | 0% | . | 16%
Cc1ccc(S(=O)(=O)Nc2nc3ccc(S(=O)(=O)N4CCCC4)cc3s2)cc1 | 18 | -2% | 7 | 0.0% | -2% | 10% | 18% | ? | 12% | ? | 0%
Cn1cc(CN2CCCC(CNS(=O)(=O)c3cccc4cccnc34)C2)cn1 (stereo not given) | . | -2% | 25 | -0.2% | 0% | -6% | -12% | 25% | 3% | . | 1%
Cn1ncc(C#N)c1NC(=O)C1CC(c2ccc(Cl)cc2)=NO1 (stereo not given) | . | 0% | -10 | -1.1% | -4% | -7% | 2% | 8% | -5% | -2% | 1%
CC(=O)c1cccc(NC(=O)CN2C(=O)c3cccnc3Oc3ccc(Cl)cc32)c1 | . | 5% | 47[activator] | -0.6% | -6% | 12% | . | 0% | 11% | . | -2%
CN(C)c1ccnc2sc(C(=O)c3ccc(Br)cc3)c(N)c12 | -5 | 4% | -6 | 0.7% | -1% | 3% | -5% | 23% | -4% | ? | -23%
Cc1nc2cc(NC(=O)Nc3ccccc3Cl)ccc2n1C | 1 | 9% | ? | -0.5% | -4% | ? | -23% | -11% | -1% | -1% | -8%
O=C(NCc1ccccn1)c1ccc(Cl)c(S(=O)(=O)N2CCOCC2)c1 | 1 | -2% | 7 | 0.5% | -1% | 1% | 1% | -8% | . | -8% | -1%
COC(=O)CCCC1=CC2=CC(=O)C(C)(OC(=O)c3cccs3)C(=O)C2=CN1c1ccccc1 (stereo not given) | -11 | . | 17 | . | -13% | . | 0%[11.5 µM] | 30% | 13% | 0%[11.7 µM] | .
O=C(COc1ccc(-c2nnco2)cc1)N1CCOCC1 | . | . | 12 | -0.2% | -1% | -9% | . | 32% | 1% | . | 0%
Cc1ccc(OCC(=O)Nc2cnn(CCCC(=O)O)c2)c([N+](=O)[O-])c1 | -1 | -1% | -26 | -0.2% | 1% | ? | 9% | -3% | 0% | 10% | 3%
O=C(Cn1ccc(C(F)(F)F)n1)N/N=C/c1ccc(N2CCOCC2)cc1 | 1 | 10% | 3 | -0.2% | -1% | 1% | 4% | -2% | 68%[activator] | 6% | -11%
N#C/C(=C\c1ccc(F)cc1)C(=O)NC1CCS(=O)(=O)C1 (stereo not given) | 0 | -2% | 25 | -0.2% | 0% | -3% | . | -21% | 0% | . | 1%
CC(C(=O)NC1CCCC1)N(C(=O)c1snc(C(N)=O)c1N)c1ccc2c(c1)OCCO2 (stereo not given) | 1 | 0% | 2 | -0.3% | -9% | -11% | -4% | 4% | 42%[activator] | -2% | 0%
CCS(=O)(=O)Nc1cccc(-c2ccc3nnc(-c4cccnc4)n3n2)c1 | 2 | -4% | -7 | 3.2% | 0% | ? | . | -12% | 0% | ? | 7%
CCCn1c(=O)c2[nH]c(-c3ccc(OCC(=O)Nc4ccc(C#N)cc4)cc3)nc2n(CCC)c1=O | 2 | . | 0 | 0.1% | 4% | ? | . | . | -9% | 0%&-4% | -2%
COc1ccc(C)cc1NC(=O)c1sc2nc(C)nc(N3CCOCC3)c2c1C | 0 | 3% | 9 | -0.2% | -4% | 3% | . | 32% | 82% | . | 0%
COc1ccc(CN2CCC(C)CC2)cc1OCc1ccccc1 | -2 | -1% | 16 | -0.1% | -7% | -1% | 3% | -30% | 7% | -19% | 1%
COc1ccc(/C=N\NS(=O)(=O)c2ccc(Br)cc2)cc1COc1ccccc1[N+](=O)[O-] | 4 | 0% | -18 | -0.7% | 0% | -7% | 4% | 4% | -12% | ? | 2%
O=c1ccc2cc(S(=O)(=O)N3CCN(c4ccccc4F)CC3)ccc2o1 | 2 | 16% | -1 | 0.3% | -3% | -9% | 24% | -15% | -3% | -15% | 3%
O=C(NC1CCCC1)c1cccc2c1C(=O)c1ccc(/C=C/c3ccccc3)cc1S2(=O)=O | . | . | -4 | -0.6% | 7% | ? | . | 10% | -3% | . | 9%
Cc1ccc(C(=O)Nc2ccc(N3CCN(S(C)(=O)=O)CC3)cc2)cc1 | 0 | -1% | -4 | -0.3% | -2% | -5% | -4% | 15% | 0% | ? | 1%
O=C(NCCc1ccccc1)C1CCCN1S(=O)(=O)c1ccc(Cl)cc1 (stereo not given) | 3 | 0% | -15 | -0.7% | 1% | 12% | . | -3% | 3% | -5% | 0%
COc1cc(OC)cc(-c2c(-c3cccs3)c3cc(-c4ccn[nH]4)ccc3n2C)c1 | . | . | -14 | 0.6% | -1% | 2% | . | 21% | 13% | . | 23%
COc1ccc(-c2noc(C3CCCN(C(=O)c4cccc(F)c4)C3)n2)cc1 (stereo not given) | -2 | 5% | -22 | -0.1% | 0% | -10% | -7% | 0% | -5% | 10% | 1%
COCCNC(=O)Cn1c(=O)n(Cc2ccc(C(=O)NCCc3ccc(OC)c(OC)c3)cc2)c(=O)c2ccccc21 | 2 | 1% | 10 | -0.2% | -3% | -4% | 1% | 8% | 4% | -3% | -4%
Cc1c(Cl)cccc1NC(=S)NCCC(C)C | 0 | 0% | -14 | 0.0% | -5% | -1% | 6% | -7% | -2% | -2% | -10%
COc1ccc(OC)c(/C=C2\NC(=O)NC2=O)c1 | 0 | -4% | -10 | -0.7% | -1% | 4% | . | 55% | 29% | 12% | -1%
O=c1c2c3c(sc2nc2n1CCCCC2)CCCCC3 | -3 | 1% | . | -0.3% | . | 12% | -1% | . | . | -15% | -2%
O=C(NCCS(=O)(=O)N1CCN(c2ccccc2F)CC1)c1ccc(Cl)cc1 | . | . | 9 | -0.1% | 0% | 3% | . | -8% | 0% | . | -5%
O=C(CN1C(=O)c2ccc(Br)cc2C1=O)NCC1CCCO1 (stereo not given) | 3 | 5% | -5 | -0.2% | -3% | 0% | 0% | ? | 0% | -5% | 0%
CCCCc1nnc(NC(=O)CN2C(=O)NC3(CCCCC3)C2=O)s1 | 4 | 5% | 8 | -0.9% | . | 0% | 4% | 10% | 3% | -9% | -1%
CNS(=O)(=O)c1cccc(C(=O)OCC(=O)c2cc(C)n(CC3CCCO3)c2C)c1 (stereo not given) | . | . | ? | -1.1% | 2% | ? | . | 18% | 4% | . | -5%
O=C(CCCOc1ccccc1)NCCc1nc2ccccc2[nH]1 | 0 | 9% | -7 | -0.3% | -3% | -1% | -1% | 0% | -2% | -13% | 0%
CC(Oc1ccccc1)C(=O)N1CCN=C1SCc1cccc(F)c1 (stereo not given) | 2 | . | -19 | -0.6% | 2% | -1% | 0% | 30% | -1% | . | 0%
Cc1cc(NC(=O)CCCSc2nc(-c3ccco3)cc(C(F)(F)F)n2)no1 | 3 | -1% | -1 | -1.2% | 0% | 0% | -3% | 3% | -2% | ? | 0%
Cn1cccc1Cc1nnc(SCC(=O)Nc2ccc3c(c2)OCCO3)n1-c1ccc(F)cc1 | 2 | -2% | 5 | -0.4% | -7% | ? | 14% | 10% | 1% | 1% | 5%
CC1CCN(C(=O)CC#N)CC1 | 1 | -1% | ? | -0.1% | -1% | 4% | 0% | 5% | 5% | . | -3%
COc1ccc(C(O)(CCN2CCOCC2)c2ccccc2)cc1 (stereo not given) | 2 | 0% | -27 | 3.7% | -2% | -2% | . | 7% | -1% | 0% | 1%

Bioassay records (PubChem BioAssay)

Only part of the results is shown; rates above refer to the full screens.
